# M1 ag = activates human CHRM1 receptor; P11229; CHO-K1 hM1, Fluo-8 calcium fluorescence, agonist mode; 0% DMSO, 100% acetylcholine EC100; activation, % at 3 µM; 360,000 tested, 0.33% active;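 active = activation above the run's mean compound activation plus 3 SD, cut at about 16% in these data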;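 also: peak over basal fluorescence ratio within a 140 s kinetic read after compound addition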
# CHO parental Ca = signal in parental CHO cells, OX1R antagonist counter-screen. inhibition, % at 5.6 µM. 330,000 tested, 0.63% active. parental CHO-K1, ATP-induced calcium, Fluo-8 fluorescence;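 active = inhibition above that plate's mean sample inhibition plus 3 SD, cut at about 26% in these data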;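 also: 0% = ATP-challenged DMSO wells and 100% = DMSO wells without ATP; some compounds past the cut are filed as inactive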
#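 Material: parental CHO cells / Compound: single nominal dose of 5.6 µM per compound / Signal: Fluo-8 fluorescence / Replicates: singlicate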
# CHO-K1 Ca antag = M1 antagonist counterscreen hit in parental CHO-K1 cells; ATP-induced calcium, Fluo-8 fluorescence; inhibition, % at 3 µM; 360,000 tested, 0.6% active;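 active = inhibition above a per-plate cutoff, the plate's mean sample inhibition plus 3 SD, cut at about 24% in these data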;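 also: 0% = DMSO plus EC80 ATP and 100% = DMSO alone without ATP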
# M1 antag = human CHRM1 antagonism; inhibition, % at 3 µM; 360,000 tested, 1.3% active; CHO-K1 hM1, Fluo-8 calcium fluorescence, ACh EC80 antagonist; P11229;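 active = percent inhibition above its own plate's cutoff, namely the mean of that plate's compound wells plus 3 SD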;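 also: peak over basal fluorescence ratio during 140 s after agonist addition; 0% = ACh EC80 plus DMSO and 100% = DMSO alone without agonist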
# TAAR1 agonist = agonists of human TAAR1; Q96RJ0; CHO RD-HGA16 TAAR1, Fluo-8 calcium fluorescence; vehicle wells 0%, saturating PEA agonist 100%; activation, % at 3 µM; 360,000 tested, 0.99% active;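 active = activation above the mean activation of all test compounds in the run plus 3 SD, cut at about 38% in these data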
# Target sequence (Q96RJ0 whole entry, looked up): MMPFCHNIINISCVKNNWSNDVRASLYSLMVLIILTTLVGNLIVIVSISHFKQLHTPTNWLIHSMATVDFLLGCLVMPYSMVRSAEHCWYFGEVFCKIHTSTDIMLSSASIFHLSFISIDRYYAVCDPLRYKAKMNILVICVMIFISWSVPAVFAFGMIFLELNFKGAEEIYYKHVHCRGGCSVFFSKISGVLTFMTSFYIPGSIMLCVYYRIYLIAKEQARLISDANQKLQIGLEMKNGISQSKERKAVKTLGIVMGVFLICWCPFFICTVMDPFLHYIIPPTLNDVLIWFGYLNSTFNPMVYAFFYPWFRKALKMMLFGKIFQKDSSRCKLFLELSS
#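 Test system: RD-HGA16 (CHO) cells co-expressing Gα16 and hTAAR1 / Benchmarks: DMSO vehicle as 0%, PEA at EC100 as 100% / Repeats: no replicates (n 1) / Measure: % activation from peak over basal fluorescence ratio, DMSO-to-PEA scaled / Timing: 17-24 h plating, Fluo-8 75 min 37 °C, 30 min RT / Technique: kinetic Fluo-8 calcium fluorescence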
# OXTR potentiate = human OXTR potentiation; 320,000 tested, 0.061% active; activation, % at 3 µM; P30559; CHO-OTR cells, Fluo-8 calcium fluorescence, potentiator mode; 0% = oxytocin EC15, 100% = EC100;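 active = activation above that plate's cutoff, the mean activation of tested compounds plus 3 SD, cut at about 6.6% in these data, passing the limit was not always enough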;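 also: 100% uses oxytocin at 75 nM as the full agonist control; some results filed as inactive read as strong as hits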
# Target sequence (P30559 whole entry, looked up): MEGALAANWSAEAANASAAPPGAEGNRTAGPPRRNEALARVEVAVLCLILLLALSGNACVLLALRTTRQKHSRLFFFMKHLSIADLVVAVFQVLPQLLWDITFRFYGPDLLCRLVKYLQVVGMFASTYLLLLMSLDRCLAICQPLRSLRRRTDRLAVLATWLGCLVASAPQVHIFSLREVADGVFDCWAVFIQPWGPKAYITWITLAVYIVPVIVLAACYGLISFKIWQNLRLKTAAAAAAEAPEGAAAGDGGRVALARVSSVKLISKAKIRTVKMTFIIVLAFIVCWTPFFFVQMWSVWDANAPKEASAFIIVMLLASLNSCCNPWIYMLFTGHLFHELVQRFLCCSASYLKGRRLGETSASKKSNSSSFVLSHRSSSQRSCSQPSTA
#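 System: human OTR in CHO cells / Also added: sub-maximal oxytocin, roughly EC15 / Control set: EC15 oxytocin low, 75 nM oxytocin high / Schedule: 6 min compound pre-incubation at room temperature, 100 s kinetic read / Compound: single-point 3.0 µM / Replication: singlicate / Technique: Fluo-8 calcium dye fluorescence / Read-out basis: % activation of max/min ratio relative to oxytocin controls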
# TAAR1 antagonist = antagonists of human TAAR1 | AID 624466 | Q96RJ0 | inhibition, % at 3 µM | 360,000 tested, 1.5% active | CHO RD-HGA16 TAAR1, Fluo-8 calcium fluorescence, antagonist;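 active = inhibition above a per-plate cutoff, the mean inhibition of test compounds on that plate plus 3 SD, cut at about 49% in these data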;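 also: 0% = DMSO plus EC80 beta-PEA response and 100% = DMSO alone without agonist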
#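 System: RD-HGA16 CHO cells with stable hTAAR1 and Gα16 | Probe or stimulus: EC80 β-phenethylamine stimulus | Dosing: 3 µM, single point | Times: Dye loading 75 min at 37 °C, then 30 min room temperature | Measured by: Fluo-8 calcium-sensitive fluorescence | Read-out basis: % inhibition of agonist calcium response | Replicates: n of 1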
# CHO-K1 Ca ag = counter-screen for M1 agonists: effect in parental CHO-K1 cells; Fluo-8 calcium fluorescence; scaled to maximal ATP response, vehicle zero; 360,000 tested, 0.48% active; AID 602248; activation, % at 3 µM; in the data active = activation above about 15%;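 also: untransfected CHO-K1 host cells lacking M1 receptor as counterscreen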
# CHO-K1 Ca PAM = counter-screen for M1 PAMs: effect in parental CHO-K1 cells. activation, % at 3 µM. AID 602247. ATP EC20, Fluo-8 calcium fluorescence; 0% at ATP EC20, 100% at ATP max. 360,000 tested, 0.02% active;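 active = activation above the run cutoff, the mean activation of all test compounds plus 3 SD, cut at about 40% in these data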;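 also: peak over basal fluorescence ratio in a 140 s read after ATP addition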
# * hit, by the source's call; . = no result given.
SMILES,M1 ag,CHO parental Ca,CHO-K1 Ca antag,M1 antag,TAAR1 agonist,OXTR potentiate,TAAR1 antagonist,CHO-K1 Ca ag,CHO-K1 Ca PAM
Clc1ccc(-n2nnnc2Sc2ncnc3sccc23)cc1,-5,7,-2,-36,13,-16,19,4.4,12
O=C(NCc1ccccn1)[C@H]1C[C@@H]1[C@H](NP(=O)(c1ccccc1)c1ccccc1)c1ccccc1,3,-16,-12,-6,6,-12,5,0.6,17
COc1ccc(C2/C(=C(/O)c3ccccc3)C(=O)C(=O)N2CCO)cc1 (stereo not drawn),-2,0,-6,9,5,-10,-8,1.2,17
CCOc1ccc(NC(=O)c2ccc(N3CC4CC(C3)c3cccc(=O)n3C4)c(NC(=O)c3ccncc3)c2)cc1 (stereo not drawn),-1,-4,-17,-2,1,-3,-15,0.6,16
Cc1cc2nc3c(nc2cc1C)CCCC3,-6,-4,-14,-12,0,-3,-10,-0.2,12
CC(=O)Nc1ccccc1C(=O)N1CCN(Cc2ccc3c(c2)OCO3)CC1,-5,-5,-6,-8,2,-3,-23,2.8,18
CC1CN(S(=O)(=O)c2cccc3nsnc23)CC(C)O1 (stereo not drawn),-7,-9,-8,12,3,-2,-4,0.8,21
COc1ccc(NC(=O)c2c3c(nc4ccccc24)CCC3)cc1,-7,-13,-11,-8,10,-1,0,-0.2,12
Cc1cccc(C)c1NS(=O)(=O)c1ccc(-c2ccc(=O)[nH]n2)o1,-1,3,6,6,1,-19,-21,-0.2,-20
CCCCOC(=O)N1CCOCCOCCN(C(=O)OCCCC)CCOCCOCC1,-4,-22,-5,-8,-1,-17,4,0.7,14
CC1=NN(c2ccc(C)cc2)C(=O)/C1=C\C=C\c1ccccc1,-6,-8,6,0,1,-3,-13,0.3,11
Cc1c(NS(=O)(=O)c2cc(C(=O)NCc3ccco3)cc(Cl)c2Cl)c(=O)n(-c2ccccc2)n1C,-5,-28,-11,-22,-1,-1,-31,-0.4,14
CS(=O)(=O)N1CCN(c2ccc(NC(=O)c3ccc([N+](=O)[O-])o3)cc2)CC1,-5,.,-9,5,2,.,19,0.8,9
O=c1cc(CN(Cc2ccccc2)Cc2ccccc2)c2ccccc2o1,-1,.,13,7,2,.,3,0.7,-1
CC(=O)N/N=C/c1cc([N+](=O)[O-])ccc1OCCOc1ccccc1,-1,-12,-7,-22,2,0,-1,0.4,-3
CN(C)CCCn1c(=S)[nH]c2sc3c(c2c1=O)CCCC3,-12,-9,4,14,0,-8,-11,0.3,-25
O=C(c1ccco1)N1CCN(c2ncnc3scc(-c4cccs4)c23)CC1,-4,-9,-13,4,.,-4,.,3.4,32
CC(C)NC(=O)NC(=O)COC(=O)c1ccccc1O,-3,5,-9,1,0,-18,-13,5.2,0
Cc1sc2ncnc(SCC(=O)N(C)C3CCS(=O)(=O)C3)c2c1C (stereo not drawn),-3,-6,-22,-8,0,-21,6,1.0,12
CCNc1cc(S(=O)(=O)C(F)(F)F)ccc1N,2,4,-13,1,12,-5,14,4.2,-2

# Compound profiles (already shown):
# O=C(c1ccco1)N1CCN(c2ncnc3scc(-c4cccs4)c23)CC1 reads M1 ag = -4; CHO parental Ca = -9; CHO-K1 Ca antag = -13; M1 antag = 4; TAAR1 agonist = .; OXTR potentiate = -4; TAAR1 antagonist = .; CHO-K1 Ca ag = 3.4; CHO-K1 Ca PAM = 32
# CN(C)CCCn1c(=S)[nH]c2sc3c(c2c1=O)CCCC3 reads M1 ag = -12; CHO parental Ca = -9; CHO-K1 Ca antag = 4; M1 antag = 14; TAAR1 agonist = 0; OXTR potentiate = -8; TAAR1 antagonist = -11; CHO-K1 Ca ag = 0.3; CHO-K1 Ca PAM = -25

# A section taken from the entries so far, as a working copy:
SMILES,M1 ag,CHO parental Ca,CHO-K1 Ca antag,M1 antag,TAAR1 agonist,OXTR potentiate,TAAR1 antagonist,CHO-K1 Ca ag,CHO-K1 Ca PAM
Cc1sc2ncnc(SCC(=O)N(C)C3CCS(=O)(=O)C3)c2c1C (stereo not drawn),-3,-6,-22,-8,0,-21,6,1.0,12
CCNc1cc(S(=O)(=O)C(F)(F)F)ccc1N,2,4,-13,1,12,-5,14,4.2,-2

# Continuation:
SMILES,M1 ag,CHO parental Ca,CHO-K1 Ca antag,M1 antag,TAAR1 agonist,OXTR potentiate,TAAR1 antagonist,CHO-K1 Ca ag,CHO-K1 Ca PAM
O=C(COC(=O)c1ccccc1Oc1ccccc1)NCc1ccco1,-5,-16,-7,-26,1,-8,3,0.1,14
CN1C(=O)NC(NC(=O)C2CCCCC2)(C(F)(F)F)C1=O (stereo not drawn),0,-13,-9,-3,0,-9,6,0.3,15
COc1ccc(C(=O)NCC(=O)OCc2ccc(F)cc2Cl)cc1OC,0,-2,-16,2,15,0,-19,1.5,24
Brc1ccc(/C=N/Nc2nc3ccccc3o2)cc1,-4,-20,-8,-7,6,-1,-1,-0.3,9
O=C(CCc1ccccc1)Nc1cc(S(=O)(=O)N2CCOCC2)ccc1N1CCCC1,2,.,-2,1,4,.,-26,-0.1,8
COc1ccc(CCn2c(C(C)C)nc3c(c(=O)c4ccccc4n3C)c2=O)cc1,-10,-12,17,39*,.,-19,.,1.9,-10
COC(=O)[C@@H]1C[C@@]2(O)[C@@H](O)[C@@H](O)[C@@H](O)C[C@H]2N1Cc1cc(OC)cc(OC)c1,-1,-6,-5,-6,6,-3,-6,0.4,5
O=c1c(O)c(-c2ccc3c(c2)OCO3)oc2ccccc12,-1,20,-1,-10,9,1,3,0.6,5
O=C(NCCc1c[nH]c2ccccc12)/C(=C/c1cccnc1)NC(=O)c1ccco1,-2,-8,-11,1,15,-4,12,0.5,4
CC1(Oc2ccc(Cl)cc2)CCN(Cc2ccc(-c3ccccn3)cc2)C1 (stereo not drawn),-7,.,-8,0,0,.,-6,1.0,23
COc1cc(-c2cc(C(F)(F)F)n3ncc(C(=O)O)c3n2)cc(OC)c1OC,-1,-9,4,-6,15,-19,-8,-0.2,11
O=C(N1CCCC1)C(F)(F)Oc1ccc(F)cc1,-12,-2,-10,-10,0,-3,4,0.7,21
CCOc1ccccc1NC(=O)CC1NCCNC1=O (stereo not drawn),-4,2,-7,-3,6,-2,2,0.9,25
CCc1nnc(NC(=O)c2nc3nc(C)cc(C)n3n2)s1,-4,-9,-3,-5,1,5,9,1.8,24
O=[N+]([O-])c1cccc(Nc2nc(Cl)nc(Cl)n2)c1,-5,-7,13,4,7,-2,-7,0.7,4
COc1ccc(OC)c(NC(=O)C2CC(C)=C(C)CC2C(=O)O)c1 (stereo not drawn),-1,-7,-9,-9,3,-3,-29,0.4,11
CC(=O)c1cccc(NC=C2C(=O)OC3(CCCCC3)OC2=O)c1,1,-5,14,-41,9,-14,-2,1.7,6
CCOC(=O)c1ccc(NC(=O)c2ccccc2)cc1,-2,-7,-26,-8,1,0,-3,1.1,20
CCCOC(=O)Nc1cccc(C(C)=O)c1,-3,-7,2,-4,13,5,11,0.4,13
CCOC(=O)c1c(-c2ccccc2)csc1NC(=S)N(CC)CC,-5,.,-10,-3,-2,.,14,0.1,20
CC(C)C[C@@H](CSc1ccc(Br)cc1)N1CCN(CC(C)C)CCC1=O,-12,-26,-17,-10,6,-12,20,0.1,22
CCCCCCCCOC(=O)c1c(CSC(=N)N)n(C)c2cc(Br)c(OC(C)=O)cc12,8,3,-8,-5,90*,1,-16,3.0,30
CCN(CC)CCNC(=O)c1ccc(NC(=O)c2cn(-c3ccccc3)nc2-c2cccs2)cc1,-9,18,-4,61*,11,-15,24,2.5,25
C=CCNC(=S)NNC(=O)c1ccc(OC(C)C)cc1,-6,1,-1,-9,11,0,-6,0.5,17
Cc1ccc(/C=N/NC(=O)c2cc3c(ccc4ccccc43)o2)o1,-2,.,-3,-15,0,.,9,2.8,11
CS(=O)(=O)c1ccc(C(=O)N2CCN(S(=O)(=O)c3ccc(C4CCCCC4)cc3)CC2)cc1,-3,.,-8,-9,-1,.,0,0.1,6
COCC(=O)Nc1ccc(Br)cc1,-4,4,-10,-9,7,-11,-12,0.8,16
CCOC(=O)c1ccccc1NC(=O)c1cccc([N+](=O)[O-])c1,-4,-8,1,0,2,-11,-19,-0.5,6
Cc1ccc(C)n1-c1ccc(C(=O)N/N=C/c2ccncc2)cc1,-6,0,-9,0,1,-13,-21,0.3,-1
c1ccc2c(c1)nnn2Cc1nnc2sc(-c3ccc4c(c3)OCCO4)nn12,-3,-7,-9,-5,4,-2,-2,-0.1,3
CC(C)c1ccc(NC(=O)C2(C)Cc3c(-c4ccccc4)ccnc3O2)cc1 (stereo not drawn),-4,.,-3,-3,-1,.,-10,0.5,12
O=C(Nc1ccccc1)O/N=C(\c1ccccc1)c1ccccn1,3,-3,20,-5,11,1,-7,0.2,-9
CN1CCc2c(sc3c2C(=O)NC(c2ccc(-c4cccc(Cl)c4)o2)N3)C1 (stereo not drawn),0,6,-7,1,.,-7,.,1.9,12
COc1ccc(C)cc1-n1nnnc1SCC1CCCCO1 (stereo not drawn),-9,-10,-1,-3,4,2,3,0.1,-6
CC(=O)c1cccc(NC(=O)COC(=O)c2cccc(N3C(=O)c4ccccc4C3=O)c2)c1,-2,-8,6,8,18,-13,49*,4.0,-10
Cc1cc(NC(=O)C2CC=CCC2C(=O)O)no1 (stereo not drawn),0,-4,4,8,17,-7,-6,0.3,-8
O=C(Nc1ccc(OCC(=O)N2CCOCC2)cc1)Nc1cccc2ccccc12,-3,-7,-12,-10,3,-6,-25,1.3,16
CCOc1ccc(NC(C)C(=O)N/N=C/c2cccs2)cc1 (stereo not drawn),-3,-4,-12,-8,4,0,0,0.6,19
Clc1cc(Cl)cc(CN2CCSCC2)c1,-3,-4,9,-4,3,7,-47,-0.1,-10
O=C(/C=C/c1ccco1)Nc1ccccc1C(=O)O,-3,9,-13,13,1,-1,17,0.3,19
CCOC(=O)N1CCN(C(=O)c2cnc3n(c2=O)CCS3)CC1,-3,-15,-8,-29,6,-8,13,0.3,9
CN(Cc1nccn1C)C(=O)C1CCC(=O)N(CCc2ccc(Cl)cc2)C1 (stereo not drawn),-5,-5,-4,-3,4,-2,-21,1.7,7
O=c1/c(=C/c2ccccc2)sc2nnc(-c3cccs3)n12,-5,-6,-10,-2,4,-2,-33,-0.2,13
c1cc(Nc2ncnc3sccc23)cc(-c2nnc3n2CCCCC3)c1,-3,-26,1,10,5,-11,10,2.8,-2
COc1ccc(C2N(Cc3ccccc3)CC(=O)N2/N=C(\C)c2ccccc2)cc1 (stereo not drawn),-6,-11,2,-4,-1,-3,-22,0.5,16
Cc1coc2cc3oc(=O)c(CCC(=O)O)c(C)c3cc12,1,2,-11,-14,0,-10,-6,0.2,3

# Source: PubChem BioAssay (The Scripps Research Institute Molecular Screening Center)
